Nrf2 ARE act: Nrf2 pathway activation. AREc32 ARE-luciferase reporter (MCF7-derived line), luminescence, 24 h. Potency, µM (titrated, usually from 46.1 µM), without a hit: at the highest dose activation, usual class: activators. hit rate 0.31% among 410,000. AID 624171; note: potency is the fitted concentration of half-maximal effect; % of control where 0% means no effect; nearly all actives have a fitted effect of over 65% in size
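Cells of the AREc32 ARE-luciferase line are plated in OPTI-MEM containing 5% FBS and left overnight at 37 deg C. Compounds are pinned in, incubation continues 24 hr, and firefly luciferase signal is then measured.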
A549 tox: A549 cytotoxicity, counter-screen for Nrf2 inhibitors | A549 ARE-Fluc cells, CellTiter-Fluor viability, 18-24 h | Potency, µM (series often up to 46 µM), without a hit: at the highest dose activity change, negative = cytotoxicity, most hits filed as inhibitors | hit rate 0.16% among 390,000 | AID 504648; note: potency is the fitted concentration of half-maximal effect; % is set by controls: 0 for no effect and ±100 for the full control effect
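Cytotoxicity counterscreen: CellTiter-Fluor fluorescence was measured in A549 ARE_Fluc cells after 18-24 h of compound exposure in a concentration series. The subsequent BugLite luminescent read reports ARE-luciferase activity.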
Nrf2 inh: blocks Nrf2 signaling | A549 ARE-Fluc reporter, luciferase luminescence, 18-24 h | Potency, µM (doses to about 46 µM), for the others: at the top dose activity change, negative = inhibition, usual class: inhibitors | hit rate 2.1% among 360,000 | AID 504444; note: potency is the fitted concentration of half-maximal effect; % is set by controls: 0 for no effect and ±100 for the full control effect; nearly all actives have a fitted effect of over 60% in size
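Cells were seeded and rested 2 h, then exposed to compounds for 18-24 h. CellTiter-Fluor was read first as a viability measure. BugLite was added 15 min before the final luminescent read of ARE-luciferase activity in A549 cells.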
ATXN2 expr inh: ATXN2 expression inhibition; HEK-293 ATXN2-luciferase reporter, luminescence, 24 h; Potency, µM (doses to about 57 µM), for inactives: top-dose activity change, negative = inhibition, most hits filed as inhibitors; hit rate 0.72% among 360,000; AID 1745845; note: potency is the fitted concentration of half-maximal effect; % is set by controls: 0 for no effect and ±100 for the full control effect; nearly all actives have a fitted effect of over 55% in size
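qHTS (up to 57 uM final) was run with 24 h compound exposure of reporter cells at 37 °C. Each well was multiplexed: SteadyGlo luminescence measured ATXN2-luciferase expression after a fluorogenic Gly-Phe-AFC viability readout (25 uM final).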
IL2 activator: activates IL-2 in a cell-based reporter assay; activation, % (series mostly up to about 46 µM); AID 652025; hit rate 0.065% among 360,000; IL-2 activation reporter assay, cell-based qHTS; stimulated with anti-CD3/CD4/CD28 beads; in transgenic mouse T cells; in the data active = activation above about 50%; inconclusive = mostly about 30% to 49%; note: 0% is about no effect
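Unstimulated transgenic mouse T cells preincubated 60 min with compound, then stimulated with anti-CD3/anti-CD4-coated beads plus anti-CD28 for 18 h at 37 degrees C. IL-2 response read as EGFP and DsRed fluorescence by plate cytometry.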
TGFb inhibitor: blocks TGF-b signaling | HepG2 CAGA-GFP TGF-b/SMAD3 reporter, GFP fluorescence, 18 h; TGF-beta stimulated, 500 pg/mL final | Potency, µM (titrated, usually from 46.1 µM), without a hit: at the highest dose activity, negative = inhibition, actives largely listed as inhibitors | hit rate 1.2% among 410,000; note: potency is the fitted concentration of half-maximal effect; % is set by controls: 0 for no effect and ±100 for the full control effect; nearly all actives have a fitted effect of over 65% in size
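Read-out: total well GFP (ex488/em500-530) summed from mean per-cell fluorescence. Cells: HEPG2 CAGA-GFP, 1% FBS DMEM, 18 h at 37 degrees C with 500 pg/mL final TGF-beta. Unstimulated wells served as the full-inhibition control; stimulated DMSO wells = 0%.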
HepG2 tox: HepG2 cytotoxicity, counter-screen for TGF-b inhibitors | HepG2 CAGA-GFP viability, ATP luminescence, 18 h | Potency, µM (titrated, usually from 46.1 µM), for inactives: at the top dose activity change, negative = cytotoxicity, actives largely listed as cytotoxic | hit rate 0.76% among 410,000; note: potency is the fitted concentration of half-maximal effect; some results filed as inactive show a strong effect at the top dose
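HepG2 CAGA-GFP cells (1000/well, DMEM with 1% FBS) received compound, then TGF-beta at 500 pg/mL final, and were incubated 18 hours at 37 degrees C. Viability was read by CellTiter-Glo luminescence. Media-only wells were set as complete cell-killing and DMSO as no toxicity.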
S2 tox: cell viability loss in ATXN counter-screen; S2 cells (HEK-293 line with an ATXN2-luciferase reporter) viability, CellTiter-Fluor protease fluorescence, 24 h; Potency, µM (doses to about 56.7 µM), hits mostly cytotoxic; hit rate 0.49% among 400,000; note: potency is the fitted concentration of half-maximal effect; nearly all actives have a fitted effect of over 40% in size
EPAC2 ag: agonists of human EPAC2 (RAPGEF4); Q8WZA2; Potency, µM (series often up to 154 µM), for inactives: at the top dose activation, hits mostly activators; AID 720711; hit rate 0.079% among 360,000; EPAC2 activation, biochemical qHTS; response scale: 100% = 6.5 mM cAMP response; note: potency is the fitted concentration of half-maximal effect; nearly all actives have a fitted effect of over 50% in size
Target sequence (Q8WZA2 whole entry, looked up): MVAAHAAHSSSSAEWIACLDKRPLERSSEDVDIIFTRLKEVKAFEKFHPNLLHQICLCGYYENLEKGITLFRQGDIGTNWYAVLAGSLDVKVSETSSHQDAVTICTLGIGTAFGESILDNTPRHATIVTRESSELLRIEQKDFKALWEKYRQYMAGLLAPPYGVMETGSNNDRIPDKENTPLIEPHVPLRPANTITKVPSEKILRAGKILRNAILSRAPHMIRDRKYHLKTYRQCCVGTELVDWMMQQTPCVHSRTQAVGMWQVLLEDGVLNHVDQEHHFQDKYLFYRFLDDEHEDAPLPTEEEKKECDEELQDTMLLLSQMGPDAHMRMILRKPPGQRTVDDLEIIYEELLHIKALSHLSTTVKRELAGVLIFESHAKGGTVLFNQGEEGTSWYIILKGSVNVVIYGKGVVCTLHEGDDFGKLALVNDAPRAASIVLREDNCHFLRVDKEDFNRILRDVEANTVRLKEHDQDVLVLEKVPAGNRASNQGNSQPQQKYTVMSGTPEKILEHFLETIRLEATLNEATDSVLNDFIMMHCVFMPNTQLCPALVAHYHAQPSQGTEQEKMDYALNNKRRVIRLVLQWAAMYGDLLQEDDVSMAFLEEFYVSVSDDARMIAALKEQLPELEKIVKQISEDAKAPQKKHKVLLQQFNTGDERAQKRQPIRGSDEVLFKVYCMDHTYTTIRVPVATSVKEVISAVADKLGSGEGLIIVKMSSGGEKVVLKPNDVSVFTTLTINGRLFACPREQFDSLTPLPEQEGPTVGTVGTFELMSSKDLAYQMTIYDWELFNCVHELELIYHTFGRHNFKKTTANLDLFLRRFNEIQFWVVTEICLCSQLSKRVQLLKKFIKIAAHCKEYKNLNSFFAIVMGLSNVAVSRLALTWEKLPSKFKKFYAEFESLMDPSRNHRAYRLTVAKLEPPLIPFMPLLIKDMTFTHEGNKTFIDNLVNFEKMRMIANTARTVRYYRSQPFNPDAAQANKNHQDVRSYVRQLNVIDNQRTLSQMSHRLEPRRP
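Exchange assay: 100 nM EPAC2 with 250 nM Rap1B-BODIPY-GDP and 50 uM GDP. Fluorescence (ex 480/em 540 nm) read every 5 min for 30 min at room temperature. Data normalized to 6.5 mM cAMP as agonist control.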
* marks the source's active call; other numbers are inactive results; i = inactive; ? = inconclusive; nt = not tested or not shown; & = joins results of further samples; [ ] = remark or other dose. Unless noted, calls come from the whole dose curve; as a rule, active = well fitted curve in the direction sought with a large enough effect; inconclusive = small, poorly fitted or top-dose-only effect, or another doubt; inactive = no such curve, though single readings can be large; an effect the other way counts as inactive or inconclusive.

SMILES	Nrf2 ARE act	A549 tox	Nrf2 inh	ATXN2 expr inh	IL2 activator	TGFb inhibitor	HepG2 tox	S2 tox	EPAC2 ag
COc1cc(NC(=O)C2CCN(c3cnccn3)CC2)cc(OC)c1	2.3%&-0.3%	3%&5%	2%&2%	4%&12%	-6.1	9%&-21%	5%&-7%	i	8%
C/C(=N\NC(=O)c1cccc(F)c1)c1cccc(NC(=O)c2ccc(F)cc2)c1	0.5%	2%	18%	34%[11.3 µM]	-2.2	-3%	7%	i	1%
CCN1CCN(c2ccc(S(=O)(=O)N3CCOCC3)cc2NC(=O)C(C)Oc2ccc(F)cc2)CC1 (stereo not given)	0.1%	-7%	6%	-10%	0.1	-12%	-20%	i	1%
Cc1ccc(COC[C@H](CC(C)C)N2CCN(C(=O)c3cccc(C(F)(F)F)c3)CCC2=O)cc1	-1.8%	nt	nt	?	-0.7	nt	nt	?	-3%
COc1cccc(NC(=O)CSc2ncc(S(=O)(=O)c3ccc(C)c(C)c3)c(=O)[nH]2)c1	-1.7%	4%	4%	0%	nt	2%	-2%	i	nt
CCC(=O)NC(C)C(c1cccs1)N1CCOCC1 (stereo not given)	-0.3%	8%	nt	3%	0.6	14%	-12%	i	10%
O=C(c1ccc2c(c1)N(Cc1ccc(F)cc1)C(=O)c1ccccc1S2(=O)=O)N1CCCCCC1	0.2%	-24%	-26%	-28%	nt	?	-6%	i	nt
Cc1ccc(NC(=O)NC2(C(=O)NCc3ccco3)CCCCC2)cc1	-0.1%	-1%	-2%	5%	1.5	1%	0%	i	0%
O=C(NCCNC(=O)c1cc(Cl)ccc1Cl)c1cnccn1	-0.7%	5%	1%	-6%	0.2	2%	5%	i	5%
CC1(C)CC(=O)C=C(Nc2ccccc2C#N)C1	-0.9%	3%	3%	1%	-0.2	12%	8%	i	4%
Cc1cccc2cc(C#N)c(SCC(=O)NCc3cccs3)nc12	0.5%	-8%	5%	nt	-1.6	0%	-14%	i	2%
NCCc1c(C(=O)O)[nH]c2ccc([N+](=O)[O-])cc12	0.0%	-3%	1%	8%	-1.2	-1%	5%	i	6%
C=CCSc1n[nH]c(-c2ccc(OCCCC)cc2)n1	0.8%	0%	17%	?	-0.3	?	-59%	28µM*	14%
O=C(Cn1cc([N+](=O)[O-])ccc1=O)NCC(=O)Nc1ccc(F)c(F)c1F	0.3%	1%	-6%	-2%	0.3	-5%	0%	i	10%
CCOc1ccc(-c2nnc(SCC(=O)Nc3ccc(C)cc3C)o2)cc1	-2.3%	3%	-14%	9%	nt	-24%	-10%	i	nt
Cc1ccc(C(=O)c2cn(Cc3ccc(Cl)cc3)c3nc(C)ccc3c2=O)cc1	1.0%	-9%	?	nt	nt	-4%	-27%	nt	nt
O=C(Nc1ccccc1Cc1ccccc1)C1CC(=O)N(c2ccc3c(c2)OCCO3)C1 (stereo not given)	1.8%	-1%	5%	0%	1.7	-7%	-4%	i	-10%
NC(=S)N/N=C1\CC(n2nnn(-c3cccc(Cl)c3)c2=S)C2COC1O2 (stereo not given)	3.3%	3%	4%	-23%	3.9	-3%	-2%	i	17%
C[C@H](CO)N1C[C@H](C)[C@@H](CN(C)Cc2ccccn2)Oc2ncc(-c3ccccc3)cc2C1=O	-0.5%	nt	nt	-9%	-2.9	-1%	-5%	?	3%
Cc1ccc(F)cc1NC(=O)CCc1c(C)nn(-c2ccc(N3CCOCC3)nn2)c1C	-0.4%	1%	?	9%	nt	-37%	-22%	i	nt
O=C(CNC(=O)c1ccco1)OCc1ccccc1F	0.7%	-1%	10%	5%	-0.6	-8%	-37%	i	5%
CCn1c(=O)n(CC)c2cc(N3CCCCC3)c(NC(=O)Nc3ccccc3Cl)cc21	6.5%	-1%	?	-8%	nt	-28%	-12%	?	nt
Nc1c(C(=O)OCC(=O)Nc2ccc(Cl)cc2[N+](=O)[O-])[nH]c(=O)[nH]c1=O	0.4%	4%	-11%	nt	-0.2	-7%	2%	i	0%
COc1cc(OC)cc(C(=O)OCC(=O)Nc2ccc3[nH]c(=O)[nH]c3c2)c1	-0.2%	1%	6%	-11%	0.8	1%	-2%	i	6%
COCCCN1C(=O)N(c2ccccc2)C(=O)C1CC(=O)Nc1ccc(F)cc1 (stereo not given)	0.3%&-1.2%	0%&7%	6%&-6%	-8%&1%	-0.9	-2%&7%	-17%&-3%	i	3%

The last 3 records of the part before lead into the next:
SMILES	Nrf2 ARE act	A549 tox	Nrf2 inh	ATXN2 expr inh	IL2 activator	TGFb inhibitor	HepG2 tox	S2 tox	EPAC2 ag
Nc1c(C(=O)OCC(=O)Nc2ccc(Cl)cc2[N+](=O)[O-])[nH]c(=O)[nH]c1=O	0.4%	4%	-11%	nt	-0.2	-7%	2%	i	0%
COc1cc(OC)cc(C(=O)OCC(=O)Nc2ccc3[nH]c(=O)[nH]c3c2)c1	-0.2%	1%	6%	-11%	0.8	1%	-2%	i	6%
COCCCN1C(=O)N(c2ccccc2)C(=O)C1CC(=O)Nc1ccc(F)cc1 (stereo not given)	0.3%&-1.2%	0%&7%	6%&-6%	-8%&1%	-0.9	-2%&7%	-17%&-3%	i	3%
COCCCn1nnnc1SCC(=O)N1CCCC1	0.2%	2%	21%	-10%	-2.2	-20%	-1%	i	7%
O=C(NCC(c1ccccc1Cl)N1CCCC1)c1ccc(N2CCCC2=O)cc1 (stereo not given)	-0.5%	1%	0%	10%	-1.0	-2%	-2%	i	5%
S=C(Nc1cccnc1)NC1CC2CCC1C2 (stereo not given)	0.0%	-1%	-4%	6%	-1.2	-7%	0%	i	0%
CCOC(=O)c1c(C)n(C)c2ccc(OCC(O)CNCCc3ccccc3)cc12 (stereo not given)	-3.5%	-11%	-3%	nt	-0.1	?	-121%	?	1%
O=C(C1=C[C@H](c2csc3ccccc23)C[C@H](OCCCCO)O1)N1CCN(Cc2ccc3c(c2)OCO3)CC1	4.5%	-15%	?	?	-0.4	?	-6%	?	8%
N#Cc1nc(COc2cccc(Cl)c2)oc1N1CCN(c2ccccc2)CC1	0.4%	2%	nt	-3%	1.8	-22%	-23%	i	5%
CCCC1(c2ccccc2)NC(=O)N(CC(=O)Nc2cc(S(=O)(=O)N3CCOCC3)ccc2Cl)C1=O (stereo not given)	-0.7%	2%	-29%	12%	-0.9	?	-1%	i	0%
COC(=O)c1[nH]c2ccc(F)cc2c1NS(=O)(=O)c1ccc(OC)cc1OC	3.3%	-1%	14%	6%	-0.8	?	-22%	i	15%
Cc1ccccc1C(=O)NC1CCN(C(=O)N2CCOCC2)CC1	-0.7%	7%	-2%	7%	3.3	31%	25%	i	0%[15.6 µM]
Cc1ccc2c(c1)COc1c3ccc(C(=O)NC(C)C)cc3nn1-2	4.4%	-3%	-6%	8%	-0.6	-21%	-23%	i	-9%
O=C(NN=Cc1c(O)ccc2ccccc12)c1ccc2c(c1)OCO2	0.1%	?	16µM*	3.2µM*	-0.2	?	-81%	i	7%
COc1ccc(Oc2nc(OC)cc(OC)n2)cc1	-0.2%	-4%	-10%	-21%[11.3 µM]	-2.5	-4%	6%	i	3%
Cc1ccc(/C([O-])=C(/C(=S)NCc2ccccc2)[n+]2ccccc2)cc1[N+](=O)[O-]	4.9%	9%	2%	-26%[11.3 µM]	-4.2	4%	-2%	i	3%
Cc1ccc(C)n1NC(=O)c1cccc(Cl)c1	0.4%	-9%	6%	-2%	-2.7	-1%	-1%	i	4%
COc1ccccc1CCn1c(N)cc(=O)[nH]c1=O	7.7%	11%	0%	7%	-1.4	-8%	-10%	i	13%
COC(=O)c1ccc(C)c(NC(=O)CCSc2ccc(C)cc2)c1	-0.1%	6%	-13%	-1%	1.4	7%	13%	i	-6%
COC(=O)c1c(NC(=O)/C=C/c2ccco2)sc2c1CCC2	1.4µM*	1%	16%	-4%	13	-29%	-16%	i	4%
CN(CCNC(=O)c1c[nH]c2c1ccc1ccccc12)CCNC(=O)c1c[nH]c2c1ccc1ccccc12	0.0%	-11%	?	?	0.3	13µM*	-103%	35µM*	17%
O=C1c2cccc3cccc(c23)N1CN1CCN(c2ccccn2)CC1	0.4%	-2%	-16%	2%	-0.1	2%	0%	i	-2%
CCOc1ccc(NS(=O)(=O)c2ccc3c(c2)CCN3C(=O)CCC(=O)O)cc1	-0.6%	-2%	-18%	1%	-0.8	-3%	4%	i	0%
Cc1cccc(S(=O)(=O)Nc2ccc3c(c2)OCCO3)c1	0.3%	1%	-6%	nt	0.8	-11%	-9%	i	8%
CCOC(=O)c1ccc(NC(=O)C(C)N(c2ccc(OCC)cc2)S(C)(=O)=O)cc1 (stereo not given)	-0.1%	0%	9%	-7%	nt	9%	-34%	i	nt
Cc1cc(Nc2ccc(Br)cc2)nc(-c2ccccc2O)n1	5.7%	-13%	?	-13%	-0.3	?	-54%	?	7%
O=C(NC1CCCCC1)N1CCN(S(=O)(=O)c2ccc(F)cc2)CC1	-0.3%	6%	12%	8%	-3.7	-3%	0%	i	13%
Cc1ccc(C(=O)N(C)c2nnc(-c3ccncc3)s2)cc1	1.9%	-10%	-16%	-7%	-7.1	-9%	3%	i	-1%
CC(=O)Nc1cc(C(=O)N2CCCC2)ccc1Sc1ccc(C)cc1	-0.2%	0%	?	-14%	-1.8	-5%	-14%	i	17%
O=C1N(Cc2cccc(Cl)c2)C[C@@H]2C[C@@H](c3ccco3)N3CCC[C@@]123	-0.7%	-4%	11%	-24%	-0.2	4%	1%	?	11%
COc1ccc(NC(=O)COC(=O)Cc2ccsc2)c(OC)c1	0.1%	0%	2%	4%	-0.4	12%	18%	?	0%
O=C1OC(c2ccc(Cl)cc2)=N/C1=C\C=C\c1ccco1	?	-2%	-17%	8%	-0.5	1%	2%	i	3%
